Screening data from PubChem BioAssay.
CHO parental Ca = signal in parental CHO cells, OX1R antagonist counter-screen. parental CHO-K1, ATP-induced calcium, Fluo-8 fluorescence. actives 0.63% (n = 330,000). inhibition, % at 5.6 µM;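 active = inhibition above that plate's mean sample inhibition plus 3 SD, cut at about 26% in these data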;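 note: 0% = ATP-challenged DMSO wells and 100% = DMSO wells without ATP; some compounds past the cut are filed as inactive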
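Material: parental CHO cells / Compound: single nominal dose of 5.6 µM per compound / Signal: Fluo-8 fluorescence / Replicates: singlicate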
CHRM1 agonist = agonists of human M1 muscarinic receptor. P11229. CHO-K1 hM1, Fluo-8 calcium fluorescence, agonist mode; 0% DMSO, 100% acetylcholine EC100. activation, % at 3 µM. actives 0.33% (n = 360,000). AID 588814;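 active = activation above the run's mean compound activation plus 3 SD, cut at about 16% in these data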;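 note: peak over basal fluorescence ratio within a 140 s kinetic read after compound addition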
Target sequence (P11229 whole entry, looked up): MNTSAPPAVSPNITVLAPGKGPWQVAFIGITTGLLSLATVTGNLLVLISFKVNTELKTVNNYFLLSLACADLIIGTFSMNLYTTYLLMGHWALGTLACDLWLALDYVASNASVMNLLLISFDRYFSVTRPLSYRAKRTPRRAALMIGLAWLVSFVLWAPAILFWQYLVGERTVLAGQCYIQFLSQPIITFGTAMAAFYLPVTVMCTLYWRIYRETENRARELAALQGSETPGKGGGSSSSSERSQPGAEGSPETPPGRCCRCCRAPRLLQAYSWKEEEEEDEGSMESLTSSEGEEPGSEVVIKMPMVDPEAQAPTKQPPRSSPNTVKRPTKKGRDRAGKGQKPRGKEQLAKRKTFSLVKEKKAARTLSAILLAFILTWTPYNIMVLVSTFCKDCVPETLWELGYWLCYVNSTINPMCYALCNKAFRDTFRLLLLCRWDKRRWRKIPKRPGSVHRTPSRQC
M1 ag parental = counter-screen for M1 agonists: effect in parental CHO-K1 cells. activation, % at 3 µM. actives 0.48% (n = 360,000). Fluo-8 calcium fluorescence; scaled to maximal ATP response, vehicle zero; in the data active = activation above about 15%;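 note: untransfected CHO-K1 host cells lacking M1 receptor as counterscreen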
CHO-K1 Ca antag = counter-screen for M1 antagonists: effect in parental CHO-K1 cells; ATP-induced calcium, Fluo-8 fluorescence; inhibition, % at 3 µM; actives 0.6% (n = 360,000); AID 602250;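 active = inhibition above a per-plate cutoff, the plate's mean sample inhibition plus 3 SD, cut at about 24% in these data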;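 note: 0% = DMSO plus EC80 ATP and 100% = DMSO alone without ATP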
TAAR1 antagonist = antagonists of human TAAR1; Q96RJ0; CHO RD-HGA16 TAAR1, Fluo-8 calcium fluorescence, antagonist; inhibition, % at 3 µM; actives 1.5% (n = 360,000); AID 624466;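 active = inhibition above a per-plate cutoff, the mean inhibition of test compounds on that plate plus 3 SD, cut at about 49% in these data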;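 note: 0% = DMSO plus EC80 beta-PEA response and 100% = DMSO alone without agonist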
Target sequence (Q96RJ0 whole entry, looked up): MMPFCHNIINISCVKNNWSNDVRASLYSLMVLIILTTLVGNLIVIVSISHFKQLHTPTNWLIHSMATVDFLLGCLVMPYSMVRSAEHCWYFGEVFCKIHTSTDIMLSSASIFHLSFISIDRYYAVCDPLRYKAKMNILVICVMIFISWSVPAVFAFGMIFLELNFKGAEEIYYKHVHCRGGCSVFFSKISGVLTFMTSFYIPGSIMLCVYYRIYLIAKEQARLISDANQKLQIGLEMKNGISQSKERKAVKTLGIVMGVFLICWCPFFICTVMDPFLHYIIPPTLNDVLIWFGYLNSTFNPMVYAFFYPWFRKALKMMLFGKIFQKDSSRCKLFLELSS
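System: CHO RD-HGA16 cells bearing hTAAR1. Reagent: EC80 β-phenethylamine stimulus. Schedule: seeding 17-24 h prior, 75-min 37 °C, 30-min RT dye loading. Signal: Fluo-8 intracellular calcium dye fluorescence, real-time kinetic reads. Read-out: % inhibition from peak post-agonist over basal fluorescence ratio. Benchmarks: vehicle wells and EC80 agonist wells. Replicates: n of 1.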
OXTR potentiate = potentiates the human oxytocin receptor response; P30559; actives 0.061% (n = 320,000); activation, % at 3 µM; AID 2445; CHO-OTR cells, Fluo-8 calcium fluorescence, potentiator mode; 0% = oxytocin EC15, 100% = EC100;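 active = activation above that plate's cutoff, the mean activation of tested compounds plus 3 SD, cut at about 6.6% in these data, passing the limit was not always enough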;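 note: 100% uses oxytocin at 75 nM as the full agonist control; some results filed as inactive read as strong as hits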
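Assay system: CHO cell line stably expressing human OTR | Also added: Oxytocin at about EC15, sub-maximal agonist stimulus | Times: Compound 6 min at room temperature before oxytocin, 100 s read | Measured by: Fluo-8 intracellular calcium fluorescence, ex 470-495, em 515-575 nm | Controls: EC15 oxytocin alone as 0%, 75 nM oxytocin as 100%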
TAAR1 ag = agonists of human TAAR1; Q96RJ0; actives 0.99% (n = 360,000); CHO RD-HGA16 TAAR1, Fluo-8 calcium fluorescence; vehicle wells 0%, saturating PEA agonist 100%; activation, % at 3 µM;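 active = activation above the mean activation of all test compounds in the run plus 3 SD, cut at about 38% in these data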
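Repeats: no replicates (n 1) | Material: CHO-derived RD-HGA16 cells with stable Gα16 and human TAAR1 | Technique: Kinetic Fluo-8 calcium fluorescence | Schedule: 17-24 h seeding, 75 min 37 °C dye, 30 min RT | Evaluation: % activation from peak over basal fluorescence ratio, DMSO-to-PEA scaled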
M1 PAM parental = nonselective activator or artifact in parental CHO-K1 calcium assay; ATP EC20, Fluo-8 calcium fluorescence; 0% at ATP EC20, 100% at ATP max; activation, % at 3 µM; actives 0.02% (n = 360,000);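 active = activation above the run cutoff, the mean activation of all test compounds plus 3 SD, cut at about 40% in these data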;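 note: peak over basal fluorescence ratio in a 140 s read after ATP addition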
M1 antag = blocks human M1 muscarinic receptor; P11229; CHO-K1 hM1, Fluo-8 calcium fluorescence, ACh EC80 antagonist; inhibition, % at 3 µM; actives 1.3% (n = 360,000); AID 588852;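 active = percent inhibition above its own plate's cutoff, namely the mean of that plate's compound wells plus 3 SD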;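 note: peak over basal fluorescence ratio during 140 s after agonist addition; 0% = ACh EC80 plus DMSO and 100% = DMSO alone without agonist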
The depositor's hits bear a star; x = not tested or not shown.

SMILES	CHO parental Ca	CHRM1 agonist	M1 ag parental	CHO-K1 Ca antag	TAAR1 antagonist	OXTR potentiate	TAAR1 ag	M1 PAM parental	M1 antag
Cc1ccc2nc(-c3ccncc3)c(NC3CCCCC3)n2c1	-22	-4	-0.3	-8	12	-2	4	2	9
O=C(COC(=O)C1CCN(S(=O)(=O)c2c(Cl)cccc2Cl)CC1)NCc1ccco1	-2	0	1.9	-5	13	-4	3	8	6
CCOC(=O)c1cc(NC(=O)Nc2ccc(Br)cc2)c(C)nc1C	-12	1	7.9	8	21	-10	10	7	5
O=C1NC(=O)C(Nc2cccc3ccccc23)S1 (stereo not drawn)	2	-2	0.5	-1	4	4	-4	1	-6
Cc1nnc(Oc2ccccc2F)c2ccccc12	-14	-2	-0.4	-1	-9	-5	1	8	-5
CN(C)C(=O)CSc1nnc(-c2cnccn2)n1C	-10	-2	0.5	-10	-7	-8	10	12	-17
O=C(CS(=O)(=O)c1ccccc1)NCc1ccco1	0	-1	0.1	-10	-6	-8	3	3	-4
O=C(CSc1nc2nc(-c3cccs3)cc(C(F)(F)F)c2c(=O)[nH]1)NCc1ccco1	-10	-5	-0.2	19	-5	-9	-3	-9	0
CCNC(=S)N(CCc1c(C)[nH]c2ccc(C)cc12)Cc1cccnc1	-9	-6	2.4	-9	-1	-10	0	2	-9
COc1ccc(NC(=O)/C=C/c2cc(OC)c(OC)c(OC)c2)cn1	-10	-4	0.2	-22	-11	-7	0	14	-10
Fc1cccc(Oc2nc3ccccc3n3cccc23)c1	-31	-5	-0.1	-6	3	-6	16	-3	-3
CCOc1ccc(C2C=C(c3ccccc3)Nc3nnnn32)cc1 (stereo not drawn)	-16	-2	3.6	-10	7	-15	11	20	-8
CCn1ncc(Br)c1C(=O)Nc1ccc(F)c([N+](=O)[O-])c1	-13	-9	0.8	-7	6	0	0	14	-4
O=C(c1ccco1)N1CCN(Cc2cc(=O)c(OCc3ccc(F)cc3)co2)CC1	-9	-4	-0.1	16	-35	-7	3	-32	19
Cc1c(OC(C)C(=O)NCc2ccccn2)ccc2c3c(c(=O)oc12)CCCC3 (stereo not drawn)	-29	1	8.9	-9	-8	-11	8	22	-6
CCOc1ccc(Cn2nnc(C(=O)Nc3ccc(OC)cc3OC)c2N)cc1	-1	17*	1.4	-1	-5	-21	42*	-7	-11
O=C(Nc1ccc(F)cc1)N1CCN(c2ccc(F)cc2)CC1	-25	-3	0.0	3	12	-1	2	4	-4
COc1ccc(NC(=O)Cn2c(=O)oc3cc(Cl)ccc32)c(OC)c1	-4	1	5.4	-3	8	-12	0	7	-6
CC1CCCC(NC(=O)CCN2C(=O)COc3ccccc32)C1C (stereo not drawn)	x	-9	0.6	-3	-23	x	0	4	-10
Cc1c(C(=O)N2CCCCC2)c(S(=O)(=O)NCc2ccc(N(C)C)cc2)c(C)n1C	-18	-2	0.3	-1	-2	-6	1	8	-12
Brc1cccc(-c2nc3ccc(Br)cn3c2Cc2ccsc2)c1	x	-6	-0.1	-21	-15	x	-2	14	-27
Cc1ccc(C(=O)NCCCc2ccccc2)c(C)c1	-8	-2	-0.3	15	3	-16	12	-13	-5
NC(=O)CN1C(=O)C2C3c4ccccc4C(c4ccccc43)C2C1=O (stereo not drawn)	-1	-1	0.2	5	9	1	7	6	-10
CC(C)(C)Cc1cc(N)on1	-4	-1	0.2	4	4	-2	3	24	-18
Cc1cc(=O)n2nc(N3CCCC3C(=O)NCCCN3CCCCC3)sc2n1 (stereo not drawn)	-11	-5	-0.3	14	13	-20	2	3	13
COC(=O)C1=C(C)N(C)C(=S)N(C)C1c1cccc(Br)c1 (stereo not drawn)	-4	-7	-0.1	-12	19	-17	-1	7	-1
COC(=O)c1sc(N2C(=O)C(O)=C(C(=O)c3ccc(C)o3)C2c2cc(OC)ccc2OC)nc1C (stereo not drawn)	-12	-2	-0.1	-6	-35	-5	-2	3	-4
OC(COc1ccc(CN2CCCCO2)cc1)CN1CCCCC1 (stereo not drawn)	-7	-6	3.7	-14	8	-9	8	10	-1
COc1ccc(Cl)cc1C(=O)Nc1ccc(N(C)C(C)=O)cc1	6	-2	0.2	6	0	-10	6	-11	11
CCOC(=O)c1ccc(NC(=O)c2ccco2)cc1	-12	-2	0.3	-3	-4	8	5	-1	-27

Shown with bars between the fields: part of the list above.
compound | CHO parental Ca | CHRM1 agonist | M1 ag parental | CHO-K1 Ca antag | TAAR1 antagonist | OXTR potentiate | TAAR1 ag | M1 PAM parental | M1 antag
Fc1cccc(Oc2nc3ccccc3n3cccc23)c1 | -31 | -5 | -0.1 | -6 | 3 | -6 | 16 | -3 | -3
CCOc1ccc(C2C=C(c3ccccc3)Nc3nnnn32)cc1 (stereo not drawn) | -16 | -2 | 3.6 | -10 | 7 | -15 | 11 | 20 | -8
CCn1ncc(Br)c1C(=O)Nc1ccc(F)c([N+](=O)[O-])c1 | -13 | -9 | 0.8 | -7 | 6 | 0 | 0 | 14 | -4
O=C(c1ccco1)N1CCN(Cc2cc(=O)c(OCc3ccc(F)cc3)co2)CC1 | -9 | -4 | -0.1 | 16 | -35 | -7 | 3 | -32 | 19
Cc1c(OC(C)C(=O)NCc2ccccn2)ccc2c3c(c(=O)oc12)CCCC3 (stereo not drawn) | -29 | 1 | 8.9 | -9 | -8 | -11 | 8 | 22 | -6
CCOc1ccc(Cn2nnc(C(=O)Nc3ccc(OC)cc3OC)c2N)cc1 | -1 | 17* | 1.4 | -1 | -5 | -21 | 42* | -7 | -11
O=C(Nc1ccc(F)cc1)N1CCN(c2ccc(F)cc2)CC1 | -25 | -3 | 0.0 | 3 | 12 | -1 | 2 | 4 | -4
COc1ccc(NC(=O)Cn2c(=O)oc3cc(Cl)ccc32)c(OC)c1 | -4 | 1 | 5.4 | -3 | 8 | -12 | 0 | 7 | -6
CC1CCCC(NC(=O)CCN2C(=O)COc3ccccc32)C1C (stereo not drawn) | x | -9 | 0.6 | -3 | -23 | x | 0 | 4 | -10
Cc1c(C(=O)N2CCCCC2)c(S(=O)(=O)NCc2ccc(N(C)C)cc2)c(C)n1C | -18 | -2 | 0.3 | -1 | -2 | -6 | 1 | 8 | -12
Brc1cccc(-c2nc3ccc(Br)cn3c2Cc2ccsc2)c1 | x | -6 | -0.1 | -21 | -15 | x | -2 | 14 | -27
Cc1ccc(C(=O)NCCCc2ccccc2)c(C)c1 | -8 | -2 | -0.3 | 15 | 3 | -16 | 12 | -13 | -5

Next results.
SMILES	CHO parental Ca	CHRM1 agonist	M1 ag parental	CHO-K1 Ca antag	TAAR1 antagonist	OXTR potentiate	TAAR1 ag	M1 PAM parental	M1 antag
Cc1cc(N2CCN(c3ccc(F)cc3)CC2)n2ncnc2n1	-6	0	1.1	-5	-16	5	0	-5	-4
CCn1c(NC(=S)Nc2ccccc2)nc2ccccc21	-6	-4	0.6	-3	11	3	7	14	-10
CN(C[C@@H](CC1CCCCC1)N(C[C@H](Cc1ccccc1)N(CCc1ccccc1)N=O)N=O)N=O	-13	-2	-0.3	-5	7	-7	60*	-19	10
CCC(C)[C@H](NC(=O)N1CC(=O)Nc2ccccc21)C(=O)N1CCC[C@@H]1C(=O)O (stereo partly drawn)	-3	-2	0.0	10	0	-3	0	-3	2
Cc1cccc(C(=O)Nc2sc(-c3ccccc3)cc2C(=O)O)c1	-6	-5	0.3	-7	2	-7	-5	-2	-16
COc1ccc(S(=O)(=O)N2CCCCC2)cc1	0	-4	0.0	27*	-2	-3	8	-5	-1
O=C(NCCCn1ccnc1)c1ccc(-c2cccc(C(F)(F)F)c2)o1	-12	-7	-0.6	-3	-4	-7	-1	6	-10
CN1CCN(C(=O)/C(=C/c2cccs2)NC(=O)c2ccco2)CC1	3	-16	7.2	2	1	-1	4	23	-1
O=C1CC(SC(=Nc2ccccc2)Nc2ccccc2)C(=O)N1c1ccc(Cl)c(Cl)c1 (stereo not drawn)	-1	-4	0.7	-7	-11	-8	2	23	2
COc1ccc(OC(=O)CCCN2C(=O)c3ccccc3C2=O)cc1	-8	-4	1.9	-12	0	-8	12	26	-3
COc1ccc(NC(=O)c2ccccc2NS(=O)(=O)c2ccc(CNC(C)=O)cc2)c(OC)c1	-20	-7	0.8	4	4	0	-2	3	-17
CCOCCCn1c(SCC(=O)Nc2ccc(OC)cc2)nc2ccccc2c1=O	-14	-5	1.2	-9	-8	-4	3	17	-2
CCc1nnc(NC(=O)CCC(=O)Nc2ccc(C)cc2)s1	-11	-3	-0.1	3	2	-3	-1	18	-14
CCOC(=O)C1CCCN(C(=O)Cn2nc(C)n3c(cc4c(OC)cccc43)c2=O)C1 (stereo not drawn)	-18	21*	-0.5	-9	18	-6	16	10	4
O=C(Nc1ccccc1)C1=C(O)CC(c2ccc(Cl)cc2)N2CCN=C12 (stereo not drawn)	-22	-9	1.4	3	-6	0	0	4	2
CSc1nc(Cl)c(Cc2ccc(OC(C)C)cc2)c(N(C)C)n1	-26	-4	-0.1	-1	-21	-9	-1	4	9
Cc1ccc(S(=O)(=O)N2[C@@H](c3ccc(C(C)(C)C)cc3)C(C(=O)O)=CC[C@H]2c2ccc(Cl)cc2)cc1	41*	-6	3.2	-6	25	-7	0	9	-2
Nc1c(C(=O)N2CCCCCC2)oc2ccccc12	-10	-1	0.7	0	-2	-10	-1	2	0
O=C1C2Sc3[nH]c(=O)sc3C(c3cc([N+](=O)[O-])ccc3O)C2C(=O)N1c1ccccc1 (stereo not drawn)	-8	-2	0.4	-5	-26	1	5	8	-12
c1ccc(-n2cc(CN3CCCC3)c(-c3ccc4c(c3)OCO4)n2)cc1	-21	-7	20*	-4	-3	-6	2	13	-7
COc1ccc(CNC(=O)CN(CC2CCCO2)C(=O)CNS(=O)(=O)c2ccccc2)cc1 (stereo not drawn)	-10	1	-0.2	4	12	-2	6	-3	-22
COCCCN1C(=O)c2ccc(C(=O)N3CCN(c4ccccc4OC)CC3)cc2C1=O	-15	-2	3.1	-17	-5	2	2	18	-14
